TTR transcr act: TTR transcription activation, primary screen | SH-SY5Y TTR promoter Gaussia luciferase, luminescence; 100% = recombinant luciferase protein wells | activation, % at 16.7 µM | 1.3% of 92,000 active;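 active means activation above the mean of all tested compounds plus 3 SD, cut at about 9.5% in these data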;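 further: cells exposed to compounds for one day before reading; 0% = median of all test compound wells on the plate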
Starred values were filed as active, the others as inactive. An excerpt. The share of hits here may be higher or lower than overall.

A first look, 2 compounds:
item	SMILES	TTR transcr act
1	Cn1c(=O)oc2cc(S(=O)(=O)N3CCCC(C(=O)Nc4ccccn4)C3)ccc21 (stereo unspecified)	1.3
2	COc1ccc(NC(=O)CN(C)S(=O)(=O)c2ccc3c(c2)n(C)c(=O)c(=O)n3C)cc1	2.9

This part in full, previewed entries included:
item	SMILES	TTR transcr act
1	Cn1c(=O)oc2cc(S(=O)(=O)N3CCCC(C(=O)Nc4ccccn4)C3)ccc21 (stereo unspecified)	1.3
2	COc1ccc(NC(=O)CN(C)S(=O)(=O)c2ccc3c(c2)n(C)c(=O)c(=O)n3C)cc1	2.9
3	CC1(C(=O)Nc2ccc3c(c2)OCCO3)CCC(=O)N1CC(F)(F)F (stereo unspecified)	-2.0
4	O=[N+]([O-])c1ccc2ccn(C3OCC(O)C(O)C3O)c2c1 (stereo unspecified)	-0.3
5	CC1(C)CC(=O)C2=C(C1)OC(N)=C(C#N)[C@@]21C(=O)N(CC(N)=O)c2ccccc21	-1.4
6	CCC1Nc2ncnc(N3CCN(c4ccccn4)CC3)c2N(Cc2ccc(Br)cc2)C1=O (stereo unspecified)	-2.1
7	O=C(Nc1ccccn1)c1ccc(Cl)c(S(=O)(=O)N2CCCCCC2)c1	-2.6
8	C#CCOC(=O)c1ccccc1C(=O)O	-2.2
9	COc1ccc(S(=O)(=O)N2CCCOC2CNC(=O)C(=O)NCc2ccco2)cc1 (stereo unspecified)	0.1
10	COc1cc(OC)c(OC)cc1CN1CCC(O)CC1	0.4
11	COc1ccc(-c2nc(CN3CCC(C(=O)NC4CCN(Cc5ccccc5)CC4)CC3)c(C)o2)cc1OC	-0.5
12	O=C(c1ccc(Cl)cc1Cl)N1CCSCC1	-1.6
13	Cc1ccc(OCC(=O)NC2CCCC(C)C2C)c([N+](=O)[O-])n1 (stereo unspecified)	2.5
14	Cc1ccc(-c2nnnn2-c2ccccc2C(=O)O)cc1	0.5
15	CC(C)c1csc(CN2CCN(CCc3ccccc3)C(CCO)C2)n1 (stereo unspecified)	0.5
16	CC(=O)c1cccc(NC(=O)NCc2ccc3c(c2)OCO3)c1	0.5
17	NC1(CO)COC(c2ccccc2)OC1 (stereo unspecified)	0.0
18	CCOC(=O)C(=CNNc1c(C)csc1C(=O)OC)C(=O)OCC	-1.2
19	COc1ccc(NC(=O)Nc2ccc(O)c3ccccc23)cc1	-0.4
20	C=C1[C@@H]2CC[C@H]3[C@]4(C)[C@@H](O)CC[C@@](C)(C(=O)OC)[C@H]4C[C@H](O)[C@]3(C2)[C@H]1O	-0.7
21	Cc1cc2nc(-c3ccccc3O)[nH]c2cc1C	-2.2
22	CCOC(=O)c1sc(CS(=O)(=O)c2ccc(Cl)cc2)nc1C	0.1
23	Cc1ccc(S(=O)(=O)N2C[C@H]3C(=O)C[C@@H](c4cccc(Cl)c4)N(S(=O)(=O)c4ccc(C)cc4)[C@H]3C[C@H]2c2ccc(Cl)cc2)cc1	1.2
24	C=CCNC(=S)NCC=C	0.2
25	CC(C)=CC1C(C(=O)NCCc2ccccc2)C1(C)C (stereo unspecified)	-0.1
26	CC(=O)OCc1cc(-c2nc3ccccc3[nH]c2=O)nn1-c1ccc(Cl)cc1	-0.1
27	Cc1cc2c(NC(=O)Nc3ccc(F)cc3)cccc2nn1	-0.7
28	CC1(C(=O)NCc2ccco2)Cc2c(-c3cccc(C(N)=O)c3)ccnc2O1 (stereo unspecified)	1.1
29	O=c1c2ccccc2cnn1-c1ccc(Cl)cc1	0.1
30	COc1ccc2nc(N3C(=O)CC(Cc4ccc(Cl)cc4)C3=O)sc2c1 (stereo unspecified)	4.3
31	C[C@]12c3[nH]c4cc(-c5ccco5)ccc4c3CCN1C(=O)[C@@H](CC(=O)NCc1cccc(C(F)(F)F)c1)C[C@@H]2C(=O)N1CCOCC1	-0.9
32	Cc1occc1C(=O)Nc1sc2c(c1C(N)=O)CCCCC2	-3.1
33	Cc1ccc(S(=O)(=O)/N=C(/Sc2ccccc2C(=O)O)c2ccccc2)cc1	-2.0
34	Cc1cccc(NC(=O)OC2CC3CC2[C@H]2CCCCN2C3)c1 (stereo partly specified)	-0.6
35	COc1cc(OC)c(C2C(C(=O)Nc3ccc(C)cc3C)=C(C)Nc3ncnn32)cc1OC (stereo unspecified)	0.9
36	CSCC[C@H](NC(=O)Nc1ccccc1C)C(=O)O	0.5
37	COc1ccc(/C=C2\CCc3c2nc2ccccc2c3C(=O)O)cc1OC	0.0
38	COc1ccc(NC(=O)COC(=O)Cc2c[nH]c3ccccc23)cc1Cl	-0.1
39	CCn1c(=O)n(CC(=O)NCc2ccco2)c(=O)c2ccccc21	-1.5
40	CC(=O)c1ccccc1OC(=O)CCN1C(=O)c2ccccc2C1=O	-1.4
41	O=C(Cn1nc(-c2ccccc2)c2ccccc21)Oc1ccccc1	-0.8
42	CCOc1ccc2nc(SCC(=O)NCC3CCCO3)sc2c1 (stereo unspecified)	-1.8
43	Cc1ccccc1NC(=O)C12CC3CCC1(C)C3(C)CO2 (stereo unspecified)	14*
44	C(=C\c1nc2ccccc2[nH]1)/c1ccccc1	-2.1
45	CC1CCN(C(=O)CSc2nc3ccccc3c(=O)n2Cc2ccc3c(c2)OCO3)CC1	-1.2
46	C[C@@H]1CN([C@H](C)CO)C(=O)c2cc(NC(=O)Cc3cn(C)c4ccccc34)ccc2O[C@H]1CN(C)S(=O)(=O)c1ccc(F)cc1	-2.4
47	COc1ccccc1NC(=O)/C(C#N)=C/c1ccncc1	2.3
48	COc1ccc(-c2noc(CSc3nnc(-c4ccncc4)n3-c3ccc(F)cc3)n2)cc1OC	-0.3
49	COc1cc(-c2nnc3n(CCc4ccccc4)c(=O)c4ccccc4n23)cc(OC)c1OC	-1.9
50	O=C(Nc1ccccc1)c1cnc2n(c1=O)CCS2	-1.2
51	COc1ccc(C(=O)NC(=S)N2CCN(c3ccccc3O)CC2)cc1	-0.4
52	CCn1c(C)nc2cc(C(=O)N/N=C/c3ccc(OC)c(O)c3)ccc21	-0.5
53	COc1cccc(NS(=O)(=O)c2cc3c4c(c2)CCC(=O)N4CCC3)c1	-0.4
54	COc1ccc(NS(=O)(=O)c2cccc(C(=O)NCC(c3ccc(F)cc3)N3CCOCC3)c2)cc1 (stereo unspecified)	3.2
55	COc1ccc(NC(=O)Nc2ccc3c(c2)C(=O)N([C@H](C)CO)C[C@H](C)[C@@H](CN(C)C(=O)Nc2c(C)noc2C)O3)cc1	-0.2
56	Cc1cc(Nc2cccc([N+](=O)[O-])c2)c2ccccc2n1	1.1
57	COc1cccc(C2=NOC(C(=O)Nc3cccnc3Cl)C2)c1OC (stereo unspecified)	0.6
58	N#Cc1c(-c2cccs2)cc(-c2cccs2)[nH]c1=O	0.6
59	COc1cc(-c2ccc3oc(-c4ccsc4)cc3c2)cc(OC)c1OC	-2.4
60	CC(NC(=S)Nc1ccc(OC(F)F)cc1OC(F)F)C(C)(C)C (stereo unspecified)	-0.8

Later entries
item	SMILES	TTR transcr act
61	COc1ccc2oc(C(=O)NCc3cc(OC)c(OC)cc3OC)c(C)c2c1	-1.1
62	COc1ccc(OC)c(/C=C/C(=O)N2C(=O)c3cccc(N)c3C2=O)c1	-2.1
63	O=C(O)CC/C(=N/NC(=O)c1cccs1)c1ccccc1	-0.7
64	CC1(C)CC(=O)C(C2c3ccccc3S(=O)(=O)c3ccccc32)C(=O)C1	-0.9
65	Oc1cccc(/C=N/N2CCN(c3ccccn3)CC2)c1	0.6
66	CCOC(=O)C(/C=C(\C#N)C(=O)OCC)=C(/N)N1CCN(c2ccc(OC)cc2)CC1	3.1
67	CCC(=O)Nc1nnc(-c2ccco2)o1	0.9
68	CCCSc1nc(C)c2cc(C)cc(C)c2n1	0.5
69	CC(=C1C(=O)c2ccccc2C1=O)N1CCC(C(N)=O)(N2CCCCC2)CC1	0.1
70	COc1cc2cc(CCOC(=O)c3ccc(F)cc3)oc(=O)c2cc1OC	2.1
71	Cc1nnc(C)c2c(C)n(-c3ccccc3)c(C)c12	1.3
72	CC(C)(C)[C@@H]1CCC(=O)N(CC[C@H](N=[N+]=[N-])c2ccccc2)CC1	-0.4
73	O=C1C(=C2SCCCS2)CC/C1=C\c1ccc(F)cc1	2.4
74	O=c1[nH]c(/C=C\c2ccccc2F)nc(O)c1[N+](=O)[O-]	3.1
75	CCOC(=O)NC(=S)Nc1ccc(C(C)(C)C)cc1Br	2.7
76	CCOC(=O)c1[nH]c(C)c(/C(O)=C2\C(=O)C(=O)N(CCCN3CCOCC3)C2c2cccnc2)c1C (stereo unspecified)	-0.9
77	COc1ccc(C(=O)C2CCCN(C(=O)c3c4c(nn3C)CCCC4)C2)cc1F (stereo unspecified)	2.2
78	O=C(CSc1nnnn1-c1ccc2c(c1)OCCO2)Nc1nc2c(s1)CCCC2	-0.4
79	O=C1C(Cl)=C(N2CCOCC2)C(=O)N1c1cccc(Cl)c1	0.6
80	CSc1nc2ccccc2c(=O)n1C1CCOC(C)(C)C1 (stereo unspecified)	-1.7
81	O=C1/C(=C/c2ccco2)Oc2c1ccc(O)c2CN1CCCCC1	-0.3
82	NC(=S)NC(=O)/C=C/c1ccccc1	-1.2
83	CC(C)C(=O)N[C@@H]1c2ccccc2CC[C@@H]1O	1.8
84	CCCNC(=O)NCCc1c(C)[nH]c2ccccc12	1.2
85	Cc1ccc(C)c(N2CCN(C(=O)CCc3nc(-c4cccc(F)c4)no3)CC2)c1	7.5
86	Cc1cccc(NC(=O)NCc2ccc3[nH]c(C)cc3c2)c1	-0.4
87	CC(C)c1ccc(O)c(NC(=S)NC(=O)c2cccnc2)c1	-1.4
88	Cc1cccc(N=Nc2c(O)[nH]c3ccc(Br)cc23)c1	0.8
89	CN(C)c1ccc(/C=N/Nc2cc(N3CCOCC3)nc(N3CCOCC3)n2)cc1	0.7
90	CC1CC(C)CN(C(=O)CSc2nc3ccsc3c(=O)n2Cc2ccccn2)C1 (stereo unspecified)	0.9
91	O=C(CN1CCOCC1)Nc1scc2c1c(=O)oc1ccccc12	-0.9
92	O=C(Cc1ccc(Br)cc1)N1CCOCC1	0.4
93	Cc1ccc(Nc2cccc(C(F)(F)F)c2)nn1	2.5
94	COC(=O)c1[nH]c2ccc(F)cc2c1NC(=O)CCN1CCN(Cc2ccc3c(c2)OCO3)CC1	-2.7
95	COc1ccccc1OCC(=O)O/N=C(\N)c1ccccn1	-1.9
96	COc1ccc(C(=O)N2CCC(=O)N(C(CO)Cc3ccccc3)CC2)cc1 (stereo unspecified)	13*
97	COc1ccc(CNc2nccs2)cc1	-0.1
98	CC(C(=O)Nc1ccccc1-c1ccccc1)N1CCN(S(=O)(=O)c2ccccc2)CC1 (stereo unspecified)	-3.2
99	CCOc1ccc(S(=O)(=O)Nc2ccc(F)cc2)c(C)c1C	5.6
100	CNC(=O)C[C@@H]1CC[C@@H]2[C@H](COc3ccc(NC(=O)c4cccc(F)c4)cc3C(=O)N2C)O1	3.4
101	Cc1ccc([N+](=O)[O-])cc1NC(=O)c1c(-c2ccccc2)noc1C	0.9
102	Cc1cccc(OCc2nnc(SCC(=O)NCC3CCCO3)n2C)c1 (stereo unspecified)	0.1
103	CC(=O)c1c(N2CCN(c3ccc(F)cc3)CC2)nc(=S)n(Cc2ccccc2)c1C	1.3
104	CCCCc1ccc(CC(=O)O)cc1	0.2
105	COc1ccc(-c2cc(N)n(S(=O)(=O)Cc3ccccc3)n2)c(OC)c1	1.3
106	C/C(=N/NC(=O)c1ccc(C(C)(C)C)cc1)c1cccnc1	0.8
107	CSC1=NCCN1C(=O)C(C)(C)Oc1ccc(Cl)cc1	-0.5
108	CCOc1ccc(OCC(=O)Nc2cc3c(cc2C(=O)O)OCCCO3)cc1	-1.1
109	CCN(CC)C(=O)c1sc(NC(=O)c2cccc([N+](=O)[O-])c2)c(C#N)c1C	-0.7
110	COc1ccc(-n2cnc3scc(-c4ccccc4)c3c2=O)cc1	2.0
111	CSCC(=O)N1CCC(CCC(=O)NC2CC2)CC1	0.6
112	CCOc1ccc(NC(=O)c2cc(C)nc3ccccc23)cc1	-0.6
113	C[C@H]1[C@@H](OC(=O)Nc2cc(Cl)ccc2Cl)CC[C@@]23CCCN2C(=O)CCC[C@@H]13	-1.4
114	CC1(C)CC2CC(C)(CN2C(=O)c2cc(-c3ccccc3)on2)C1 (stereo unspecified)	1.8
115	O=C(Nc1ccccc1)OC1CC2CC1C1CCCC21 (stereo unspecified)	2.7
116	Cc1ccc(CN2CCc3[nH]c(=S)[nH]c(=O)c3C2)cc1	0.8
117	CNC(=O)c1ccc(CNC(=O)OCc2ccccc2)cc1	2.7
118	COc1ccccc1Nc1ccncc1[N+](=O)[O-]	2.2
119	Cc1cccc(N(CC(=O)N2CCc3ccccc3C2)S(C)(=O)=O)c1C	-1.4
120	CN1CCC(NC(=O)Nc2cccc(C(F)(F)F)c2)CC1	2.5

A second format for 4 compounds above:
#40 CC(=O)c1ccccc1OC(=O)CCN1C(=O)c2ccccc2C1=O
  TTR transcr act: -1.4
#41 O=C(Cn1nc(-c2ccccc2)c2ccccc21)Oc1ccccc1
  TTR transcr act: -0.8
#42 CCOc1ccc2nc(SCC(=O)NCC3CCCO3)sc2c1 (stereo unspecified)
  TTR transcr act: -1.8
#43 Cc1ccccc1NC(=O)C12CC3CCC1(C)C3(C)CO2 (stereo unspecified)
  TTR transcr act: 14*

(more compounds)
item	SMILES	TTR transcr act
121	Nc1nc(N)nc(-c2ccccc2)n1	4.1
122	COc1ccc(N2CCN(C(=O)C(C)(C)Oc3ccc(Cl)cc3)CC2)cc1	1.8
123	CCCC[C@H](C(=O)N(C)c1ccccc1)[C@@H](O)c1ccc(C(C)=O)cc1	2.5
124	Cn1nc(C(=O)NCc2ccc(Cl)cc2)c2c1-c1ccccc1S(=O)(=O)C2	-1.9
125	CCS(=O)(=O)N1Cc2ccccc2CC1C(=O)OCC(=O)Nc1ccc(SC(F)F)cc1 (stereo unspecified)	-0.7
126	CCNS(=O)(=O)c1c(C)cc(C)c(N(C)S(=O)(=O)c2ccccc2)c1C	0.2
127	Cn1cc([N+](=O)[O-])c(C(=O)Nc2ccn(C34CC5CC(CC(C5)C3)C4)n2)n1	4.0
128	CCn1c(=S)sc2c(=O)n(CC(=O)Nc3ccc(Cl)cc3)c(C)nc21	-0.3

Screening data as filed in PubChem.
